Screening data as filed in PubChem.
CHO-K1 Ca PAM = nonselective activator or artifact in parental CHO-K1 calcium assay; 360,000 compounds, 0.02% hits; ATP EC20, Fluo-8 calcium fluorescence; 0% at ATP EC20, 100% at ATP max; activation, % at 3 µM;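 active means activation above the run cutoff, the mean activation of all test compounds plus 3 SD, cut at about 40% in these data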;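 further: peak over basal fluorescence ratio in a 140 s read after ATP addition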
OXTR agonist = activates the human oxytocin receptor. 320,000 compounds, 0.32% hits. P30559. activation, % at 3 µM. AID 2435. CHO-OTR cells, Fluo-8 calcium fluorescence; normalized: DMSO 0%, oxytocin 100%;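 active means activation above the mean of all tested compounds plus 3 SD, cutoff set per screening run, cut at about 20% in these data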;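 further: peak over basal fluorescence ratio from a 100 s FLIPR kinetic read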
Target sequence (P30559 whole entry, looked up): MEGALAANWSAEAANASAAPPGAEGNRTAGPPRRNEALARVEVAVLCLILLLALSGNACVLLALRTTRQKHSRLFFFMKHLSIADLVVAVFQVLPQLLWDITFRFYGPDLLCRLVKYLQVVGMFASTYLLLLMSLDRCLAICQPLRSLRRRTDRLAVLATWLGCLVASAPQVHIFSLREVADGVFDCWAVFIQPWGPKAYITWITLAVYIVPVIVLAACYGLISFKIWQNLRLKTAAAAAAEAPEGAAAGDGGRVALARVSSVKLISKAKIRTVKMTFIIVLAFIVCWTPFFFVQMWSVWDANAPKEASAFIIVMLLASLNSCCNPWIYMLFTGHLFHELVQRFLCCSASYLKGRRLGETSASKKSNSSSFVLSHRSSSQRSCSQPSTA
TAAR1 antag = human TAAR1 antagonism; inhibition, % at 3 µM; Q96RJ0; CHO RD-HGA16 TAAR1, Fluo-8 calcium fluorescence, antagonist; 360,000 compounds, 1.5% hits;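 active means inhibition above a per-plate cutoff, the mean inhibition of test compounds on that plate plus 3 SD, cut at about 49% in these data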;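 further: 0% = DMSO plus EC80 beta-PEA response and 100% = DMSO alone without agonist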
Target sequence (Q96RJ0 whole entry, looked up): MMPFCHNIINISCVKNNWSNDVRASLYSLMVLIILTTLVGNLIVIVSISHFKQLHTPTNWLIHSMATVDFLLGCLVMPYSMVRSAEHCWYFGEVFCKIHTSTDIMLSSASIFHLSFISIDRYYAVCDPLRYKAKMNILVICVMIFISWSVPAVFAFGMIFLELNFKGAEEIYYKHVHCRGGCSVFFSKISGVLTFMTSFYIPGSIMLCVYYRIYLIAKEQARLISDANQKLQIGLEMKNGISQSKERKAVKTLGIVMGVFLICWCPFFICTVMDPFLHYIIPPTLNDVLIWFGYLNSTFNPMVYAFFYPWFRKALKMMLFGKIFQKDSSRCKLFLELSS
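Test system: RD-HGA16 CHO cells with stable hTAAR1 and Gα16 / Probe or stimulus: EC80 β-phenethylamine stimulus / Times: seeding 17-24 h prior, 75-min 37 °C, 30-min RT dye loading / Detection: Fluo-8 calcium-sensitive fluorescence / Read-out basis: % inhibition scaled between DMSO and EC80 PEA controls / Repeats: singlicate, one well per test compound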
CHO-K1 Ca antag = nonselective inhibitor or artifact in parental CHO-K1 cells; ATP-induced calcium, Fluo-8 fluorescence; inhibition, % at 3 µM; 360,000 compounds, 0.6% hits;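 active means inhibition above a per-plate cutoff, the plate's mean sample inhibition plus 3 SD, cut at about 24% in these data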;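 further: 0% = DMSO plus EC80 ATP and 100% = DMSO alone without ATP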
GPR7 antag = human neuropeptides B/W receptor 1 antagonism; P48145; GPR7-expressing cells, fluorescence antagonist assay; inhibition, % at 4.4 µM; AID 1861; 290,000 compounds, 1.1% hits; in the data active means inhibition above about 16%, passing the limit was not always enough;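 further: cells stimulated with the agonist NPW; 0% = agonist with vehicle and 100% = vehicle without agonist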
Target sequence (P48145 whole entry, looked up): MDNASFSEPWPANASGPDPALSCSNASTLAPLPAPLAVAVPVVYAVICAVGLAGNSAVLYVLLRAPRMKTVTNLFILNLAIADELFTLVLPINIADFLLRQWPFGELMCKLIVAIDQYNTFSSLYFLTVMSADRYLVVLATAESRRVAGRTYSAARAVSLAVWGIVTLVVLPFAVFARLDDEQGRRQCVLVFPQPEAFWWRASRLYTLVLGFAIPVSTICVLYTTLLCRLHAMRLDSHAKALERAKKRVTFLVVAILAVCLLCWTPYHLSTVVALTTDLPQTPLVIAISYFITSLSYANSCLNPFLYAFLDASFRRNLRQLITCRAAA
CHO-K1 Ca ag = counter-screen for M1 agonists: effect in parental CHO-K1 cells; 360,000 compounds, 0.48% hits; Fluo-8 calcium fluorescence; scaled to maximal ATP response, vehicle zero; activation, % at 3 µM; in the data active means activation above about 15%;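 further: untransfected CHO-K1 host cells lacking M1 receptor as counterscreen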
CHO parental Ca = counter-screen for OX1R antagonists: effect in parental CHO cells; parental CHO-K1, ATP-induced calcium, Fluo-8 fluorescence; inhibition, % at 5.6 µM; 330,000 compounds, 0.63% hits; AID 463079;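 active means inhibition above that plate's mean sample inhibition plus 3 SD, cut at about 26% in these data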;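 further: 0% = ATP-challenged DMSO wells and 100% = DMSO wells without ATP; some compounds past the cut are filed as inactive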
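material = parental CHO cells | also added = ATP as calcium-mobilizing challenge | dosing = single point at 5.6 µM | detection = intracellular calcium via Fluo-8 no-wash fluorescent dye | read-out = % inhibition | benchmarks = low control ATP plus DMSO, high control DMSO only | repeats = one well per compound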
OXTR potentiate = potentiators of human oxytocin receptor | P30559 | CHO-OTR cells, Fluo-8 calcium fluorescence, potentiator mode; 0% = oxytocin EC15, 100% = EC100 | activation, % at 3 µM | 320,000 compounds, 0.061% hits | AID 2445;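 active means activation above that plate's cutoff, the mean activation of tested compounds plus 3 SD, cut at about 6.6% in these data, passing the limit was not always enough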;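 further: 100% uses oxytocin at 75 nM as the full agonist control; some results filed as inactive read as strong as hits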
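Dosing: Single dose, 3.0 µM nominal final compound concentration | Material: Human OTR in CHO cells | Technique: Kinetic Fluo-8 calcium fluorescence | Benchmarks: EC15 oxytocin alone as 0%, 75 nM oxytocin as 100% | Probe or stimulus: Oxytocin at about EC15, sub-maximal agonist stimulus | Incubation: Compound 6 min at room temperature before oxytocin, 100 s read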
V1R ag counter = counter-screen for oxytocin receptor agonists: human V1a receptor agonists. P37288. CHO-V1R cells, Fluo-8 calcium fluorescence, agonist mode; 0% DMSO, 100% 3 nM vasopressin. activation, % at 3 µM. 320,000 compounds, 0.25% hits;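 active means activation above the mean activation of all tested compounds plus 3 SD, per screening run, cut at about 20% in these data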;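 further: signal is peak over basal fluorescence ratio across a 100 second FLIPR read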
* = called active by the depositor; . = not tested or not shown.

Structure | CHO-K1 Ca PAM | OXTR agonist | TAAR1 antag | CHO-K1 Ca antag | GPR7 antag | CHO-K1 Ca ag | CHO parental Ca | OXTR potentiate | V1R ag counter
Cc1ccc2c(c1)nnn2C1CCN(CC(=O)NCc2ccccc2F)CC1 | 0 | -2.0 | -1 | -6 | 8 | -0.3 | -16 | -10 | -0.3
CCCC1(CCC)NC(=O)N(CC(=O)c2cc(C)n(-c3ccc4c(c3)OCO4)c2C)C1=O | 28 | 3.6 | 0 | -6 | 3 | 6.2 | -11 | -7 | 6.2
CCN1CCN(CC(=O)Nc2cc(S(=O)(=O)N(CC)c3ccccc3)ccc2Cl)CC1 | 7 | 1.7 | -6 | 0 | . | 0.1 | -17 | -9 | 1.7
CC(C)NC(=O)C1(C)CCCCN1Cc1ccc(OCc2ccccc2)cc1 (stereo unspecified) | 18 | . | -26 | -6 | . | 1.4 | . | . | .
COC(=O)[C@H]1C[C@H](OC(=O)NCc2ccco2)[C@@]2(O)CN(S(=O)(=O)c3ccc(C)cc3)CC2[C@H]1C(=O)OC (stereo partly specified) | 13 | . | -9 | -5 | . | 0.1 | . | . | .
CCCNC(=O)c1cccc(Cn2nc(C)c(Br)c2C)c1 | 15 | 2.7 | -22 | -7 | -7 | 3.2 | -30 | -18 | 5.5
CC(SCc1ccccc1)C(=O)N/N=C/c1ccc2c(c1)OCO2 (stereo unspecified) | 13 | -1.8 | 8 | -9 | -6 | 1.1 | -11 | -10 | -0.8
Cc1ccc(C(=O)O)cc1S(=O)(=O)N1CCCC1 | 2 | 0.6 | -14 | 4 | 14 | 0.0 | 0 | -7 | 1.3
COc1cc2c(cc1OC)C(c1ccc(Cl)cc1)CC(=O)N2 (stereo unspecified) | -6 | 0.8 | -8 | 2 | 2 | 0.4 | 1 | -9 | 1.1
CC(C)c1ccc(C(CC(=O)O)NC(=O)c2cccs2)cc1 (stereo unspecified) | 19 | 0.7 | -5 | -1 | -5 | 0.6 | 1 | -11 | 2.1
COc1cccc2sc3ccc(C#CC4(N)CCCCC4)cc3c(=O)c12 | -12 | 6.0 | 17 | -4 | -9 | 0.8 | -14 | -10 | 3.5
C(=C/c1ccnc2nc(SC/C=C/c3ccccc3)nn12)/c1ccccc1 | 7 | -0.3 | -7 | -2 | -10 | -0.7 | -6 | -3 | 0.6
COC(=O)C(=O)Nc1nnc(COc2ccccc2)s1 | -6 | 0.6 | 5 | 18 | -12 | -0.1 | -1 | -3 | 2.2
N#C/C(=N\Nc1cccc(C(F)(F)F)c1)C(=O)c1ccsc1 | 4 | 12 | -25 | 18 | 15 | 12 | 1 | -12 | 13
CCOc1ccccc1/C=N/NC(=O)c1c(C)nc2ccc(Br)cn12 | 10 | -1.9 | 9 | -6 | -15 | 2.2 | -17 | -9 | 0.7
CCOC(=O)N1CCC(N(CCN(C)C)C(=S)Nc2cc(C)ccc2C)CC1 | 28 | -0.8 | 4 | -10 | -6 | 1.0 | -10 | -9 | -0.5
Cc1sc2nc(SCC(=O)N(C)C)[nH]c(=O)c2c1C | 16 | 0.4 | 3 | -8 | -13 | 0.2 | 6 | -9 | 0.8
Cc1cc(=O)oc2cc(NC(=O)c3c(Cl)cnn3C)ccc12 | 7 | 0.0 | -15 | -5 | -3 | 0.8 | -6 | -5 | 2.4
COc1ccc2[nH]cc(CCNS(=O)(=O)Cc3ccccc3)c2c1 | 19 | 2.5 | 1 | 19 | 0 | 0.2 | -18 | -9 | 2.5
CCC1(CC)NC(=O)N(CC(=O)OCC(=O)Nc2ccccc2[N+](=O)[O-])C1=O | 5 | 1.0 | 68* | -7 | -8 | 7.5 | -9 | -15 | 1.4
O=C(COC(=O)c1ccccc1OCC(=O)Nc1ccc(Br)cc1)Nc1ccccc1 | -1 | 0.0 | 1 | -5 | 6 | 0.3 | -20 | -8 | 0.6
C=Cc1ccc(C(=O)NC2CCCN(Cc3ccccc3F)C2)cc1 (stereo unspecified) | -9 | -0.6 | -24 | -6 | -14 | 1.1 | -22 | 3 | 0.6
Cc1ccc(S(=O)(=O)CCc2nnc(NC(=O)C3CCCCC3)s2)cc1 | -10 | -0.1 | -25 | -11 | -18 | 0.2 | -13 | -15 | 0.1
CCOC(=O)c1oc2cccc(O)c2c1CN1CCOCC1 | -7 | -0.5 | -6 | -3 | -2 | 1.3 | -18 | -16 | 1.5
CCOc1ccccc1C(=O)N[C@H](C(=O)Nc1nc2c(s1)CCCC2)C(C)C | 29 | -2.3 | -23 | -10 | -14 | 1.0 | -36 | -10 | 4.6
CN1CCN(NC(=O)CN2C(=O)/C(=C/c3ccccc3F)SC2=S)CC1 | . | 0.9 | -18 | . | 3 | . | 4 | -8 | 0.4
COc1cccc(OCCSc2nc(N)cc(N)n2)c1 | -7 | 5.3 | . | 27* | 10 | 0.2 | -6 | -13 | 4.4
O=C(NCCCN1CCOCC1)C1CCN(S(=O)(=O)c2ccccc2)CC1 | 0 | 0.5 | -2 | -2 | . | 1.3 | 0 | 2 | 0.3
Cc1ccc(Nc2c(-c3ccc(N(C)C)cc3)nc3ncccn23)cc1 | 29 | 0.1 | -7 | -24 | 3 | 1.8 | -10 | 0 | 1.2
CC1(c2ccccc2)NC(=O)N(CC(=O)Nc2cc(S(=O)(=O)N3CCOCC3)ccc2Cl)C1=O (stereo unspecified) | -10 | 0.0 | 3 | -9 | 4 | 1.5 | -13 | -9 | 0.5

Remaining list, next part.
Structure | CHO-K1 Ca PAM | OXTR agonist | TAAR1 antag | CHO-K1 Ca antag | GPR7 antag | CHO-K1 Ca ag | CHO parental Ca | OXTR potentiate | V1R ag counter
COC(=O)CNc1nc(C2CC2)nc2c1nnn2Cc1ccccc1Cl | 6 | 1.9 | 17 | -27 | 14 | 0.1 | -8 | -9 | 2.4
CC(NC(=S)Nc1ccc(OC(F)F)c(Cl)c1)C(C)(C)C (stereo unspecified) | 3 | 14 | 31 | 7 | 11 | 12 | 34* | -11 | 6.5
CCc1c(C2(O)CCCCC2)[nH]c2cnccc12 | 3 | 1.9 | 11 | -7 | . | 0.5 | -4 | -1 | 1.3
CCOC(=O)[C@H]1[C@H]2COc3ccc(Cl)cc3[C@@H]2N2C(=O)[C@@H](C)NC(=O)[C@@]12C | 16 | 0.3 | -5 | -12 | . | 0.5 | -10 | -1 | 0.7
Cc1ccc(C(=O)C=CC=Cc2ccccc2)cc1 | -13 | . | 0 | -11 | . | -0.3 | . | . | .
NC(=O)C1CCN(C(=O)CSCc2ccccc2Cl)CC1 | 19 | -1.1 | -5 | -4 | 15 | 0.9 | -10 | -15 | -0.8
Cc1cc(NC(=O)c2ccoc2C)ccc1Br | 17 | -2.5 | 7 | -16 | . | -0.6 | -18 | 4 | -0.4
CC(=O)Nc1ccc(C(=O)Nc2nc(-c3cc(C)n(Cc4ccccc4)c3C)cs2)cc1 | 6 | -0.7 | -16 | 2 | -1 | 0.0 | -5 | -7 | 0.9
N#CCN1CCC2(O)CCCCC2C1c1ccc2c(c1)OCO2 (stereo unspecified) | 12 | 0.8 | -9 | 0 | -13 | 0.8 | -8 | 5 | 2.6
O=C(CNC(=O)c1ccccc1F)NCCN1C(=O)S/C(=C\c2ccccc2Cl)C1=O | 7 | 1.9 | -17 | -6 | -24 | 6.0 | -30 | -5 | 7.0
C=CCn1c(SCC(N)=O)nnc1-c1cc2c(s1)CCC(CC)C2 (stereo unspecified) | 30 | -2.5 | 2 | -10 | -13 | 0.2 | -13 | -4 | -0.7
CCOC(=O)c1cnc2c(C#N)c(C)nn2c1C | -4 | 0.5 | 7 | 7 | 11 | -0.1 | -9 | -6 | 1.3
Cc1ccccc1N1C(=O)Cc2ccccc2C1=O | 10 | 1.6 | -22 | -15 | 3 | 0.7 | -13 | -1 | 0.3
CC(C)C(=O)Nc1ccccc1Cc1ccccc1 | -1 | 0.2 | -3 | 3 | -8 | -0.3 | -1 | 0 | 0.2
CCNS(=O)(=O)c1ccc(NC(=O)c2ccc(Cn3cc([N+](=O)[O-])cn3)o2)cc1 | 10 | 0.0 | 0 | -2 | -7 | 0.0 | -12 | -7 | 0.8
CCn1c(COc2ccccc2C)nnc1SCC(=O)CC(=O)Nc1ccccc1OC | 6 | 0.7 | -9 | 8 | -10 | 0.8 | -18 | 0 | -0.3
O=C(c1ccco1)c1cn(CC(=O)N2CCCc3ccccc32)c2ccccc12 | 2 | 1.1 | 24 | 0 | 19* | 3.8 | -23 | -18 | 2.5
C[C@@H]1CC[C@]2(O[C@H](CCO)C[C@H](O)[C@H]2O)O1 | 26 | 0.0 | 13 | -15 | . | 0.8 | -6 | -2 | 0.5
Cc1ccccc1OCc1nnc(SC(C)C(=O)O)n1-c1ccccc1 (stereo unspecified) | 8 | . | 6 | -6 | . | 0.5 | . | . | .
CC(NS(=O)(=O)c1ccc(Br)cc1)C(=O)Nc1nc2ccccc2[nH]1 (stereo unspecified) | -1 | -0.9 | 2 | -1 | . | 1.0 | -27 | 3 | 0.8
CCOC(=O)CCCNC(=O)CSc1nc2ccc(OCC)cc2[nH]1 | -1 | -2.8 | -16 | -8 | -8 | 0.0 | -8 | 7 | -1.2
COc1cccc2[nH]c3c(N4CCc5ccccc5C4)ncnc3c12 | . | -2.3 | . | . | -5 | . | -22 | -5 | 0.9
COc1ccccc1NS(=O)(=O)CC12CCC(CC1=O)C2(C)C (stereo unspecified) | 32 | -0.6 | -7 | -29 | -14 | 1.9 | -6 | 0 | -0.7
Cc1ccccc1N=C1NC(=O)CS1 | 14 | 0.2 | -18 | -6 | -4 | 0.5 | -6 | -12 | 0.0
Cc1cc(C(=O)N2CCC2(C)C(=O)Nc2cccc3c2CCCC3)nn1C (stereo unspecified) | 16 | . | 0 | -10 | . | 1.1 | . | . | .
Cc1nn(C)c(C(=O)NC(=S)Nc2ccc([N+](=O)[O-])cc2)c1Cl | 22 | . | 14 | -12 | -12 | 2.9 | . | . | .
Cc1onc(-c2ccccc2Cl)c1C(=O)Nc1cccnc1 | -2 | 0.5 | 2 | -13 | -7 | 0.5 | -7 | 9 | -0.1
COc1ccc2c(c1)C(NC(=O)C(F)(F)F)CC2=O (stereo unspecified) | 3 | 0.9 | 7 | 9 | 16 | -0.1 | -3 | -2 | -0.1
O=[N+]([O-])c1cccnc1N1CCN(c2ccc(F)cc2)CC1 | 18 | -2.3 | 2 | -11 | -7 | 2.2 | -16 | 6 | -1.1

Compounds were not picked by outcome (roughly 3.5% active in at least one column).
